# Rab2A wt mod: changes GTP binding to wildtype dog Rab2A, up or down | P61105 | GST-Rab2 wt beads, Bodipy-GTP binding, flow cytometry | GTP binding activity, % at 10 µM | hit rate 0.19% among 190,000;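 active means GTP binding activity at least 20 points away from 100%, either lowered or raised; inconclusive means signal likely due to the compound's own green fluorescence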;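 further: 0% = beads with excess unlabeled GTP and 100% = no-compound control corrected for plate trend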
# Cdc42 wt GTP: changes GTP binding to wildtype human Cdc42; percent activity (GTP binding), % at 10 µM; GST-Cdc42 beads, Bodipy-GTP binding, flow cytometry; actives lie on both sides; hit rate 0.2% among 190,000; P60953;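 active means percent activity GTP binding at least 20 points away from the 100% baseline, either down as inhibitor or up as activator; inconclusive means compound flagged as likely green fluorescent from well-wide comparison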;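 further: median bead fluorescence of bound Bodipy-FL-GTP at 100 nM; 0% = excess unlabeled GTP control and 100% = no compound control; below 100% means less GTP binding so inhibitor and above means activator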
# Pf gametocyte: inhibitors of late stage P. falciparum gametocyte viability | P. falciparum stage V gametocytes, ATP luminescence, 24 h | inhibition, % at 10.9 µM | hit rate 0.065% among 150,000 | AID 743093;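 active means inhibition above the mean plus 3 SD of compounds within the control limits, set per campaign, cut at about 38% in these data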;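 further: 0% = DMSO wells and 100% = medium only without gametocytes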
# HRas wt GTP: changes GTP binding to wildtype human HRas; GST-Ras wt beads, Bodipy-FL-GTP binding, flow cytometry; actives lie on both sides; GTP binding activity, % at 10 µM; hit rate 0.14% among 190,000;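 active means GTP binding activity at least 20% away from the 100% baseline, either lowered as inhibitor or raised as activator; inconclusive means flagged as likely green fluorescent, judged across all proteins in the well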;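 further: 0% = unlabeled GTP competition control and 100% = no-compound control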
# Rac1 wt GTP bind: human Rac1 wildtype GTP binding, inhibitors and activators | P63000 | GST-Rac1 beads, fluorescent GTP binding, flow cytometry; actives lie on both sides; 0 = cold GTP competed, 100 = untreated | GTP binding activity (% of control), % at 10 µM | hit rate 0.27% among 190,000 | AID 757;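 active means GTP binding activity at least 20 points away from the 100% control level, either lower or higher; inconclusive means compound flagged as likely green fluorescent, judged across all proteins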
# Rab7 wt GTP bind: alters GTP binding to wildtype dog Rab7; GST-Rab7 beads, fluorescent GTP binding, flow cytometry; actives lie on both sides; untreated = 100%, excess cold GTP = 0%; GTP binding activity (percent of control), % at 10 µM; hit rate 0.055% among 190,000;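 active means fluorescent GTP binding to Rab7 beads changed by at least 20 points from the 100% baseline, either direction, mostly lower; inconclusive means compound itself probably fluorescent, or too few beads counted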;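 further: median green fluorescence of bound Bodipy-FL-GTP per Rab7 bead population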
# ABCG2 inh: human ABCG2 inhibition, ABCB1 as counter-screen. Q9UNQ0. IgMXP3 cells, JC-1 efflux, flow cytometry. inhibition, % at 6.6 µM. hit rate 0.1% among 190,000. AID 1325;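 active means inhibition above 80%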;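 further: 0% = DMSO and 100% = nicardipine control wells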
#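 test system = two drug-resistant human cell lines, ABCG2 and ABCB1 | amount = 3 million cells/mL final, two lines in 1:1 ratio | reagent = JC-1 transporter substrate | doses = one concentration, 6.6 µM final | incubation = 10 min at 25 °C | signal = flow cytometric JC-1 green MFI at 530 nm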
# Avidin fluor: compound fluoresces at 488/530 nm on avidin beads. fluorescence (KMESF) at 10 µM. hit rate 0.38% among 220,000. compound fluorescence 488/530 nm, flow cytometry; stronger effect = higher value. AID 1775; in the data active means fluorescence above about 47; further: inactives centre near 10
# ABCB1 inh: human ABCB1 inhibition, ABCG2 as counter-screen | P08183 | CCRF-Adr cells, JC-1 efflux, flow cytometry | inhibition, % at 6.6 µM | hit rate 0.067% among 190,000 | AID 1326; in the data active means inhibition above about 40%;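 further: 0% = vehicle and 100% = reference inhibitor; higher value means more JC-1 retained so stronger ABCB1 efflux block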
# Target sequence (P08183 whole entry, looked up): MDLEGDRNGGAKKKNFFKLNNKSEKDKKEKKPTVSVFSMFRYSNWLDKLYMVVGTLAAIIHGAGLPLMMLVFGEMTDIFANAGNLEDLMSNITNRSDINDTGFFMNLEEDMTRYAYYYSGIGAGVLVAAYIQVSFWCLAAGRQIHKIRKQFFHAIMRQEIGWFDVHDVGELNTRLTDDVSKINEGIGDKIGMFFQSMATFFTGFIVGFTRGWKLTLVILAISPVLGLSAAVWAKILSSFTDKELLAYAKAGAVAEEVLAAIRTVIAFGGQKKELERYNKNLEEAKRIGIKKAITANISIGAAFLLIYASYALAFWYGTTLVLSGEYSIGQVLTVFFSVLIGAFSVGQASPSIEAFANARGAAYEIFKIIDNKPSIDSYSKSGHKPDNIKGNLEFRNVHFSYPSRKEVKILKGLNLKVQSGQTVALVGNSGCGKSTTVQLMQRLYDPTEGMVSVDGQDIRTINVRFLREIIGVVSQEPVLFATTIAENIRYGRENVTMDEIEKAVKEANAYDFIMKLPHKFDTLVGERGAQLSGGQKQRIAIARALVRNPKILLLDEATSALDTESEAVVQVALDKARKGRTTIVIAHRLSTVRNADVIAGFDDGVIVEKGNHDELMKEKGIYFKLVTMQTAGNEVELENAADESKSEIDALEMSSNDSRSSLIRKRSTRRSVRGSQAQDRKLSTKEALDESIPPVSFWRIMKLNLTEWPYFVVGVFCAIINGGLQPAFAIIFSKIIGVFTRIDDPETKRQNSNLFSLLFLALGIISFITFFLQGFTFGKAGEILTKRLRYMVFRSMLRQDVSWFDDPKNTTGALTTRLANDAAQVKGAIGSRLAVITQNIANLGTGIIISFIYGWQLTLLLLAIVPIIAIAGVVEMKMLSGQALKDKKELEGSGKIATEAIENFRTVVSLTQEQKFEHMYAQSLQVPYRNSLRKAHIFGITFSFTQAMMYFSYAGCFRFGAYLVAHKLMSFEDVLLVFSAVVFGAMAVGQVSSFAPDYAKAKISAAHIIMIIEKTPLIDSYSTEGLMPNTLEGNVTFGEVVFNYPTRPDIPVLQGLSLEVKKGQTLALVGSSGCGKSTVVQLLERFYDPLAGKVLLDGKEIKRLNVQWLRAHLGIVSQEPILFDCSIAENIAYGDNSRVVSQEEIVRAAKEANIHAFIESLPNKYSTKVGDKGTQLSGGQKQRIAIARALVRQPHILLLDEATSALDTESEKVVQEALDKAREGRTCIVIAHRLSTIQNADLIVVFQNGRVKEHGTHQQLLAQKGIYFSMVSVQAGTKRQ
# GSH fluor: compound fluoresces at 488/530 nm on GSH beads; GSH beads flow cytometry, compound fluorescence 488/530 nm; stronger effect = higher value; fluorescence (KMESF) at 10 µM; hit rate 0.25% among 190,000; in the data active means fluorescence above about 89;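 further: glutathione beads carrying GST-tagged Bcl family fusion proteins plus one bare bead set; values are compound well signal with DMSO vehicle wells as background; inactives centre near 16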
# Rac1 act GTP bind: modulators of GTP binding to human Rac1 activated mutant; P63000; GST-Rac1 activated beads, fluorescent GTP binding, flow cytometry; actives lie on both sides; 100% means binding = to untreated wells; percent activity (GTP binding), % at 10 µM; hit rate 0.11% among 190,000;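 active means GTP binding at least 20 percentage points away from the 100% baseline, in either direction, so actives lie on both sides; inconclusive means Compound likely fluorescent itself, or too few beads counted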
# The depositor's hits bear a star; ? = inconclusive; . = not tested or not shown.
SMILES,Rab2A wt mod,Cdc42 wt GTP,Pf gametocyte,HRas wt GTP,Rac1 wt GTP bind,Rab7 wt GTP bind,ABCG2 inh,Avidin fluor,ABCB1 inh,GSH fluor,Rac1 act GTP bind
CCCc1nnc(SCC(=O)N(CC)CC)n1CC1CCCO1 (stereo not drawn),97.0,100.0,-4.9,101.0,105.0,96.0,-0.8,5,0.2,21,99.0
O=C(NC(=S)N1CCc2ccccc21)c1ccc(Br)o1,95.0,93.0,-12.9,91.0,95.0,94.0,-2.8,9,-0.7,20,86.0
COC(=O)c1cccc(Nc2ccc([N+](=O)[O-])cn2)c1,102.0,100.0,-4.2,101.0,104.0,107.0,4.0,12,0.3,13,97.0
CN(C)/C=N/C1=C(C#N)C(c2cccs2)c2ccc3ccccc3c2O1 (stereo not drawn),96.0,98.0,.,98.0,99.0,101.0,11.4,7,1.2,18,99.0
Cc1ccc(C)c(Cn2nnc3c(=O)[nH]c(C(=O)Nc4ccc(F)cc4)nc32)c1,94.0,90.0,.,93.0,94.0,102.0,7.1,8,-1.2,71,93.0
CC(=O)c1cc(C)ccc1OC(=O)c1ccco1,96.0,97.0,-17.7,99.0,97.0,96.0,1.2,36,0.3,12,97.0
Cc1cccc(N2CCN(C(=O)CCCOc3ccccc3)CC2)c1C,99.0,104.0,.,101.0,105.0,99.0,10.4,20,0.9,24,102.0
COc1ccc(C(C)=O)cc1COC(=O)c1cc(C)nc2ccccc12,97.0,94.0,1.4,96.0,96.0,101.0,4.8,12,0.3,13,96.0
N=C(c1ccc([N+](=O)[O-])cc1)N1CCCCC1,94.0,94.0,11.6,96.0,94.0,92.0,0.4,7,0.0,13,93.0
CC(Sc1nnnn1-c1ccccc1)C(=O)Nc1ccc(Cl)cn1 (stereo not drawn),96.0,96.0,.,97.0,99.0,97.0,4.2,3,0.2,27,94.0
CCOC(=O)c1cc2occc2n1CC(=O)NCCOC,101.0,101.0,.,102.0,107.0,102.0,5.2,5,0.7,13,100.0
CCSc1nnc(-c2ccccc2N=Cc2c(C)[nH]n(-c3ccccc3)c2=O)c(=O)[nH]1,?,?,3.1,?,?,?,-0.6,5,-0.1,7,?

# Shown with values under each structure: entries from further up.
# Value order – Rab2A wt mod | Cdc42 wt GTP | Pf gametocyte | HRas wt GTP | Rac1 wt GTP bind | Rab7 wt GTP bind | ABCG2 inh | Avidin fluor | ABCB1 inh | GSH fluor | Rac1 act GTP bind
Cc1cccc(N2CCN(C(=O)CCCOc3ccccc3)CC2)c1C
 : 99.0 | 104.0 | . | 101.0 | 105.0 | 99.0 | 10.4 | 20 | 0.9 | 24 | 102.0
COc1ccc(C(C)=O)cc1COC(=O)c1cc(C)nc2ccccc12
 : 97.0 | 94.0 | 1.4 | 96.0 | 96.0 | 101.0 | 4.8 | 12 | 0.3 | 13 | 96.0
N=C(c1ccc([N+](=O)[O-])cc1)N1CCCCC1
 : 94.0 | 94.0 | 11.6 | 96.0 | 94.0 | 92.0 | 0.4 | 7 | 0.0 | 13 | 93.0

# Continued:
SMILES,Rab2A wt mod,Cdc42 wt GTP,Pf gametocyte,HRas wt GTP,Rac1 wt GTP bind,Rab7 wt GTP bind,ABCG2 inh,Avidin fluor,ABCB1 inh,GSH fluor,Rac1 act GTP bind
CC(C)Nc1ncnc2c1cnn2-c1ccc(Cl)cc1,101.0,100.0,.,100.0,100.0,104.0,6.4,8,0.1,21,97.0
COc1ccc(OC)c(CN2CCN(c3ccccc3OC)CC2)c1,102.0,102.0,0.7,100.0,106.0,104.0,1.4,35,0.4,28,99.0
CCOc1cc(CNCCc2ccc(S(N)(=O)=O)cc2)cc(Cl)c1OCc1ccccc1,100.0,101.0,.,104.0,101.0,101.0,5.6,9,1.3,19,99.0
CCc1ccccc1NC(=O)CN(c1cccc(OC)c1)S(C)(=O)=O,98.0,97.0,-2.3,98.0,99.0,99.0,4.2,8,1.1,25,98.0
C=CCn1c(Cc2c(C)[nH]c3ccccc23)nnc1SCC(=O)NCc1ccc(F)cc1,101.0,101.0,5.6,100.0,103.0,97.0,6.9,4,1.8,56,99.0
Cc1cc(C)n(Cc2cnc(N3CCOCC3)s2)n1,?,?,12.6,?,?,?,-1.1,11,-0.3,13,?
O=c1[nH]n(-c2ccccc2)c(=O)c2ccccc12,101.0,104.0,.,102.0,107.0,102.0,1.4,25,0.2,15,99.0
COc1ccc2cc(C3(C)NC(=O)N(CC(=O)NCCC4=CCCCC4)C3=O)ccc2c1 (stereo not drawn),98.0,94.0,5.2,96.0,94.0,94.0,0.0,12,0.1,11,93.0
CCc1nc2ccccc2n1Cc1ccc(F)cc1,99.0,93.0,-20.6,97.0,99.0,107.0,1.4,8,0.1,20,90.0
COc1ccc(C2C(C(=O)Nc3ccccc3OC)=C(C)Nc3ncnn32)cc1 (stereo not drawn),101.0,103.0,.,99.0,104.0,100.0,3.8,5,0.3,22,99.0
COc1ccc(CCC(=O)OCC(=O)c2ccc(C)cc2)cc1,95.0,96.0,-5.3,96.0,97.0,96.0,8.6,6,0.4,9,93.0
CCCCN1Cc2cc(C(=O)c3cc(OC)ccc3O)cnc2NC1=O,102.0,104.0,.,102.0,105.0,101.0,38.7,13,2.5,26,99.0
CCOC(=O)N1CCN(C(=O)c2ccccc2CCc2ccccc2)CC1,104.0,108.0,.,103.0,107.0,105.0,1.2,11,0.9,24,103.0
O=C1CC(c2ccccc2)=Nc2ccccc2N1,98.0,98.0,-31.0,97.0,100.0,102.0,7.3,13,-0.2,37,98.0
C/C(=C\C(=O)Nc1cc(C)on1)c1ccccc1,93.0,96.0,9.6,95.0,93.0,92.0,5.2,12,1.0,36,92.0
COc1cc(C)c(S(=O)(=O)N2CCN=C2c2ccccc2)cc1C,100.0,101.0,9.7,96.0,101.0,93.0,-4.7,6,0.2,2,99.0
Cc1ccc(C)c(NC(NC(=O)c2ccccn2)C(Cl)(Cl)Cl)c1 (stereo not drawn),97.0,91.0,4.6,96.0,93.0,100.0,1.2,6,0.3,16,94.0
CSc1ccccc1NC(=O)CN(C)CC(=O)Nc1cccc(Br)c1,98.0,95.0,.,99.0,95.0,105.0,5.1,22,1.1,7,94.0
CC(=O)Nc1ccc(OCC(O)Cn2c3ccccc3c3ccccc32)c(C)c1 (stereo not drawn),103.0,103.0,.,105.0,106.0,102.0,3.4,11,1.0,7,101.0
COc1ccc(S(=O)(=O)N2CC=C(C(=O)Nc3ccc(NC(C)=O)cc3)CC2)cc1,95.0,94.0,-3.4,93.0,95.0,95.0,0.1,37,0.2,26,94.0
Nc1ccc2oc3ccc(N)cc3c(=O)c2c1,100.0,104.0,.,103.0,113.0,98.0,-1.4,0,-0.8,8,101.0
CN1CCN(c2ccccc2NC(=O)COc2ccc(Br)cc2)CC1,103.0,102.0,-17.9,103.0,103.0,100.0,3.2,15,4.2,8,99.0
O=C(NC(=S)Nc1cccc(CO)c1)c1ccc(-c2ccccc2)cc1,97.0,98.0,-8.9,99.0,101.0,99.0,15.1,12,-0.5,11,98.0
CCCOc1ccc(CNCCCOCC)cc1OC,97.0,96.0,-15.5,98.0,98.0,103.0,6.8,7,0.5,14,98.0
Cc1cccc2cc(CN(Cc3ccc(F)cc3)C(=O)N(C)C)c3nnnn3c12,101.0,106.0,-42.1,104.0,108.0,104.0,1.3,8,0.4,4,101.0
COc1cccc(CC(=O)Nc2nc3c(s2)C(=O)CC(C)(C)C3)c1,102.0,96.0,15.0,98.0,103.0,107.0,2.7,10,-0.3,21,99.0
COc1cc(S(=O)(=O)N2CCOCC2)ccc1NC(=O)COc1ccc(N(C)S(=O)(=O)c2ccc(C)cc2)cc1,96.0,97.0,.,97.0,99.0,96.0,12.7,6,1.2,14,96.0
Cn1c(=O)oc2cc(S(=O)(=O)N3CCC(C(=O)N4CCN(c5ccccc5)CC4)CC3)ccc21,100.0,101.0,.,99.0,106.0,101.0,-1.4,9,-2.1,18,97.0
Cc1ccc(CNC(=O)C2(NC(=O)Nc3ccc(C)cc3)CCCCC2)cc1,101.0,101.0,.,101.0,102.0,99.0,1.5,26,0.4,55,100.0
O=C(O)C1=C[C@H](c2ccccc2)C[C@H](OCc2ccc(CO)cc2)O1,87.0,87.0,.,89.0,92.0,93.0,1.5,7,0.3,18,89.0
NC(=O)C1CCN(C(=O)c2ccc(Oc3ccccc3)cc2)CC1,101.0,102.0,.,103.0,102.0,102.0,-0.1,15,-0.2,48,97.0
Cc1ccc([N+](=O)[O-])cc1NC(=O)C1CCN(S(C)(=O)=O)CC1,101.0,97.0,.,99.0,101.0,100.0,15.8,6,2.3,9,97.0
COCc1cc(=O)n2[nH]c(C)cc2n1,102.0,101.0,.,102.0,100.0,97.0,-1.3,8,-0.1,26,100.0
Cc1ccc(Cn2cc(C(=O)c3ccc(F)cc3)c(=O)c3cc4c(cc32)OCCO4)cc1,96.0,95.0,.,97.0,102.0,96.0,11.7,7,0.9,11,96.0
CCSc1ccccc1C(=O)Nc1cccc(OC)c1,97.0,99.0,1.4,99.0,98.0,93.0,1.2,23,0.3,17,99.0
Cc1[nH]n(-c2ccccc2)c(=O)c1C(c1ccc(C(=O)O)cc1)c1c(C)[nH]n(-c2ccccc2)c1=O,95.0,96.0,9.7,96.0,92.0,95.0,0.2,3,0.1,6,93.0
CCO[C@H]1OC(C(=O)O)=C[C@@H](c2ccc(C(F)(F)F)cc2)[C@@H]1CCCO,94.0,98.0,-33.5,96.0,98.0,97.0,3.7,6,0.6,18,95.0
CCOc1ccccc1OCC(=O)NNC(=S)NC1CCCCC1,102.0,99.0,5.7,102.0,107.0,110.0,4.1,10,1.2,13,101.0
Cc1cccc(C)c1N1CCN(S(=O)(=O)c2ccc(F)cc2)CC1,96.0,98.0,0.2,97.0,98.0,97.0,1.3,10,0.5,12,96.0
CCOc1cc(N2CCOCC2)c(OCC)cc1NC(=O)Cc1cn2ccsc2n1,96.0,96.0,.,97.0,94.0,94.0,0.4,16,-0.3,25,96.0
N#Cc1c(N)nc2c3c(sc(=N)c2c1N)NC(=O)CC3c1ccccc1Cl (stereo not drawn),106.0,104.0,.,103.0,107.0,107.0,27.0,14,0.6,38,98.0
CCc1cccc(C)c1NC(=O)Cn1c(NCCO)nc2ccccc21,99.0,99.0,6.6,98.0,99.0,97.0,0.0,13,-0.1,12,100.0
Cc1cc(Cl)ccc1Oc1nc(-c2ccccc2)ncc1S(C)(=O)=O,102.0,102.0,1.7,102.0,106.0,99.0,7.9,33,1.1,11,100.0
CC(=O)c1cc(C)ccc1OC(=O)CCN1C(=O)C2C3c4ccccc4C(c4ccccc43)C2C1=O (stereo not drawn),98.0,95.0,2.2,98.0,101.0,98.0,6.0,11,1.8,15,98.0
